# Bioassay records as filed in PubChem BioAssay.
# FXN GAA850 act – activators of GAA850 frataxin (FXN) promoter; HEK293 lucGAA850 FXN promoter luciferase reporter, 24 h; percent of 10 µM SAHA response; activation, % at 6 µM; hit rate 0.56% among 360,000;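 active = activation above the average of all compounds screened plus 3 SD, cutoff fixed separately per campaign, cut at about 7.5% in these data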;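 note: 0% = DMSO wells and 100% = 10 µM SAHA wells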
# rCAG RNA binder – binds r(CAG) RNA repeats; r(CAG) RNA repeat, TO-PRO-1 dye displacement fluorescence; inhibition, % at 3 µM; hit rate 1.3% among 370,000;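 active = inhibition above the plate cutoff, the mean of all test compounds on that plate plus 3 SD, cut at about 35% in these data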;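 note: 0% = DMSO alone and 100% = 100 µM mitoxantrone as full dye displacement; higher means more dye released from RNA so lower well fluorescence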
# ARFGAP1 inhibitor – inhibitors of rat ARFGAP1 | Q62848 | Arfgap1-stimulated ARF1 GTP hydrolysis, GDP FP detection | inhibition, % at 16.5 µM | hit rate 0.26% among 360,000;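 active = inhibition above a per-plate limit, mean inhibition of low control wells plus 3 SD, cut at about 25% in these data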;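 note: 0% = DMSO wells with enzyme and 100% = wells lacking Arfgap1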
# Target sequence (Q62848 1-136 limits assumed): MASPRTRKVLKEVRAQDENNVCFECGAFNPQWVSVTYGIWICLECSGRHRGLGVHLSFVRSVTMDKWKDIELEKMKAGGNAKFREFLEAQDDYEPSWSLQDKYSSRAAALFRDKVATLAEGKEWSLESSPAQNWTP
#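 Assay system: purified rat His6-Arfgap1 residues 1-136 (GAP domain); Reagent: human Δ17 ARF1 bound to GTP; Dosing: 16.5 µM single point, 1.26% DMSO; Times: GTP hydrolysis reaction 2 h at 25 °C; Signal: FP, GDP Alexa 633 tracer displaced from anti-GDP antibody, 620/688 nm; Measure: % inhibition from polarization.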
# proKLK7 act – activates the human kallikrein-7 zymogen | purified proKLK7, EDANS-DABCYL substrate fluorescence; 100% is mature enzyme control, 0% vehicle | activation, % at 7 µM | hit rate 0.9% among 370,000;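 active = activation above the mean of all tested compounds plus 3 SD, computed per campaign excluding outliers beyond control limits, cut at about 13% in these data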
# sPLA2-III inh – Inhibits HGIII-sPLA2 liposome hydrolysis, primary screen; Q9NZ20; QFRET BODIPY PC-A2 liposome hydrolysis, fluorescence; inhibition, % at 12.2 µM; hit rate 0.56% among 370,000;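 active = inhibition above mean plus 3 SD of compounds lying within the high and low control bounds, cut at about 19% in these data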;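 note: 0% = median of test compound wells and 100% = no enzyme DMSO wells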
# ADAM10 inh – inhibitors of human ADAM10. O14672. inhibition, % at 7 µM. hit rate 0.62% among 370,000. recombinant ADAM10, EDANS/DABCYL FRET peptide cleavage, 3 h;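 active = inhibition above a per-campaign cutoff equal to the mean of compounds falling between control-based bounds plus 3 SD, cut at about 20% in these data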;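 note: 0% = DMSO wells while the 100% control is not disclosed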
# ASAP1 GAP inh – blocks human ASAP1-stimulated Arf1 GTP hydrolysis. Q9ULH1. GDP FP detection. inhibition, % at 16.5 µM. hit rate 0.19% among 360,000. AID 624377; in the data active = inhibition above about 25%;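 note: 0% = vehicle with enzyme and substrate and 100% = no enzyme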
# Target sequence (Q9ULH1 325-724 limits assumed): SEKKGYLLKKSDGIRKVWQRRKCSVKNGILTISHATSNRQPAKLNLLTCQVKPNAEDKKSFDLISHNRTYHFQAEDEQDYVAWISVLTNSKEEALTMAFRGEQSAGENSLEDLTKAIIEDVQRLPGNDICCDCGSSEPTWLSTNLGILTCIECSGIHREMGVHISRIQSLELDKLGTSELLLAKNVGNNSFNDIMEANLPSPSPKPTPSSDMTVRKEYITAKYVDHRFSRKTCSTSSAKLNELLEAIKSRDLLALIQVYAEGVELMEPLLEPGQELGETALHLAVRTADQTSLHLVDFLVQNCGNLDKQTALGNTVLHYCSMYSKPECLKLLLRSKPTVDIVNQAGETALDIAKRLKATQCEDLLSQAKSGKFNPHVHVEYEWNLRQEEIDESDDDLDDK
# NPR2 activator – GC-B (human) receptor activation; P20594; HEK293-GC-B cells, CNP EC30, cGMP TR-FRET; 0% at EC30 CNP, 100% saturating CNP; activation, % at 10 µM; hit rate 0.11% among 370,000;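 active = activation at 10 µM reaching about 35% in either raw or pattern-adjusted values, limit read from the data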
# DDE Tn6 FP inh – DD(E)-Tn6 binding inhibition, primary FP screen; P02675; Fibrin DD(E) TRITC-Tn6 fluorescence polarization displacement; inhibition, % at 8.3 µM; hit rate 0.21% among 370,000; AID 720509;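 active = inhibition above a per-campaign cutoff: mean of compounds within control limits plus 3 SD, cut at about 15% in these data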;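 note: 0% = median of all compound wells on the plate and 100% = blocking peptide control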
# Target sequence (P02675 whole entry, looked up): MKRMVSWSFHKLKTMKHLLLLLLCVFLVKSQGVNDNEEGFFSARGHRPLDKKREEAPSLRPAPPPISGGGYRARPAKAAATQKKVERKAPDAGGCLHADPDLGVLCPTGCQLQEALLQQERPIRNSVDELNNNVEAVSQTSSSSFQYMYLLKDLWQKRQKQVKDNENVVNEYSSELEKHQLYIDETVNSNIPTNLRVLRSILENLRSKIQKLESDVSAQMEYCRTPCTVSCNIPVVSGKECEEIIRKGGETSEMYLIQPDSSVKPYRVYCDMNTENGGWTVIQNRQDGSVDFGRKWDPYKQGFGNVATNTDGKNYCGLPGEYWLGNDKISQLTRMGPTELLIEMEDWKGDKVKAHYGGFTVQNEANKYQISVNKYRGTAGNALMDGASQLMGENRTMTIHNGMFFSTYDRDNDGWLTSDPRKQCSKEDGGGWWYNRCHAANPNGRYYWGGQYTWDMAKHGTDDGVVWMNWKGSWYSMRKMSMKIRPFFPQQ
# NPR1 activator – GC-A (human) enzyme activation. HEK293 GC-A cells, cGMP TR-FRET, EC30 ANP; 0% at EC30 ANP, 100% saturating ANP. hit rate 0.14% among 370,000. activation, % at 10 µM. AID 1671463; in the data active = activation above about 40%
# The depositor's hits bear a star; i = inactive; · = not tested or not shown.
SMILES,FXN GAA850 act,rCAG RNA binder,ARFGAP1 inhibitor,proKLK7 act,sPLA2-III inh,ADAM10 inh,ASAP1 GAP inh,NPR2 activator,DDE Tn6 FP inh,NPR1 activator
CC1CCC(C(C)C)C(OCC(O)CNC(C)(C)C)C1 (stereo not given),-3.0,5,-6,0.2,3,3,-5,2,3,-6
O=C(N/C(=C/c1ccccc1)C(=O)N1CCCCC1)c1ccccc1,-1.4,-10,-7,0.3,1,-11,10,0,4,3
Cc1ccc(N(C)C(=O)c2cc(S(=O)(=O)N3CCCCC3)c[nH]2)cc1,-1.5,0,-9,0.1,-3,-7,6,0,-1,3
N#Cc1ccccc1NC(=O)C1SC(=Nc2ccccc2)C(C(=O)Nc2ccc(Cl)cc2)=C1N (stereo not given),-1.6,37*,15,-0.6,0,37*,19,-5,3,0
COc1ccccc1NS(=O)(=O)c1ccc(NC(=O)Cc2cccs2)cc1,3.0,10,4,0.5,-18,3,7,3,-1,-9
Cc1ccc(N/C(SCc2ccccc2C)=C(/C#N)C(=O)NCc2ccco2)cc1C,-3.5,7,6,-3.2,-21,-1,3,6,-7,5
Cc1cccc(N(C)S(=O)(=O)c2ccc(-c3cc(C)no3)s2)c1,-0.4,0,3,-0.3,-8,8,5,-4,5,-7
CN(Cc1ccccc1)C(=O)Nc1ccccc1,1.4,0,-7,0.2,2,3,7,5,2,2
COc1ccc(NC(=O)c2ccc(NC(=O)c3cccnc3)cc2)cc1,0.1,4,2,0.0,3,10,14,-10,4,3
Cn1c(SCC(=O)Nc2ccc3c(c2)OCO3)nnc1C(F)(F)F,-0.4,4,3,0.4,16,-21,-3,3,2,1
CC(=O)Nc1ccc(/C(C)=N/NC(=O)c2ccncc2)cc1,0.9,-2,12,-0.1,-5,-1,-8,-1,0,0
CSc1cccc(NC(=S)N(CCCN2CCCC2)Cc2cccs2)c1,0.0,1,-2,0.1,7,2,8,-7,0,-13
O=C(NC1CCCc2ccccc21)c1n[nH]c(=O)c2ccccc12 (stereo not given),-2.2,-4,7,0.6,-6,-1,-7,3,6,-4
COc1ccc(N2CC(NS(=O)(=O)c3ccc4ccccc4c3)CC2=O)cc1OC (stereo not given),2.1,-5,-2,0.4,-3,-12,-5,-6,-7,-6
CCOC(=O)N1CCC(NC(=O)c2cnn3ccccc23)CC1,1.6,0,-4,-0.3,1,-53,6,-2,0,-1
COc1cc(CNCCc2c[nH]c3ccccc23)ccc1OCc1ccc(F)cc1,-1.1,8,9,-0.5,-6,-1,-11,-11,1,-4
CCOC(=O)C1(Cc2ccc(OC)cc2)CCN(C(=O)Cn2cnnn2)CC1,0.0,0,6,0.1,-2,6,-2,-3,-4,-2
CCN(CC(=O)Nc1c(F)cccc1F)C(=O)CCc1nc2ccccc2c(=O)[nH]1,2.5,2,2,-0.9,10,-9,-1,0,0,2
CSc1sccc1/C=C(/C#N)C(=O)c1ccco1,1.0,10,-13,-0.1,7,-27,-20,-1,4,7
c1ccc(Oc2nc3ccccc3n3cccc23)cc1,0.3,0,-4,-1.2,-2,-33,1,-2,2,-2
CCCN(C(=O)c1ccco1)c1nnc(-c2cccc(C)c2)s1,5.5,1,-9,-0.2,1,4,-8,-4,5,-4
Cc1cc(=O)[nH]c(NNC(=O)c2ccc(Cl)cc2)n1,0.9,4,6,-0.4,0,-4,-14,4,6,0
COc1ccccc1/C=N/NC(=O)c1ccc(Br)cc1,1.9,1,-2,0.4,-2,3,-18,-2,3,-1
Cc1cccc(N2CCN(C(c3ccncc3)c3nnnn3C(C)(C)C)CC2)c1C (stereo not given),0.3,-4,5,-0.3,4,-1,0,5,-1,0
COc1ccc(C2/C(=C(/O)c3ccc(Br)cc3)C(=O)C(=O)N2C)cc1 (stereo not given),2.1,0,-12,-0.1,0,-1,0,4,9,1

# Taken from above:
# Reading for COc1ccc(N2CC(NS(=O)(=O)c3ccc4ccccc4c3)CC2=O)cc1OC (stereo not given) in NPR1 activator: -6
# Reading for c1ccc(Oc2nc3ccccc3n3cccc23)cc1 in FXN GAA850 act: 0.3
# Reading for Cc1cccc(N2CCN(C(c3ccncc3)c3nnnn3C(C)(C)C)CC2)c1C (stereo not given) in NPR2 activator: 5

# New compounds follow
SMILES,FXN GAA850 act,rCAG RNA binder,ARFGAP1 inhibitor,proKLK7 act,sPLA2-III inh,ADAM10 inh,ASAP1 GAP inh,NPR2 activator,DDE Tn6 FP inh,NPR1 activator
O=C(NN1CCOCC1)c1ccc([N+](=O)[O-])cc1,0.3,0,-8,-0.8,-4,-6,-7,0,-1,1
CC(C)(C)c1cc(NC(=O)c2cc(F)c(F)c(F)c2F)no1,-8.5,-2,18,-0.1,4,0,-1,2,0,3
O=C(O[C@H]1CC[C@@]23CCCN2C(=O)CCC[C@H]3C1)N1CCOCC1,·,·,·,·,16,-5,·,-7,4,-6
CCN(CC)c1ccc(/C=N/NC(=S)NCc2ccco2)cc1,-0.8,4,8,-19,11,-392,-2,0,12,2
CCOC(=O)c1c(C)oc2c1cc(NS(=O)(=O)c1ccc(C(=O)O)cc1)c1ccccc12,-0.3,67*,-7,-0.4,-21,-2,-9,-2,-4,2
Cc1ccc(S(=O)(=O)c2c(O)c3ccc(C(=O)O)cc3[nH]c2=O)cc1,-0.7,0,-7,0.2,0,-26,-3,1,3,0
O=C(Cc1ccc(Br)cc1)NCc1ccccc1,-3.5,-3,-12,-0.1,-4,-8,9,1,2,-7
CCOC(=O)C(C)Sc1nnc(CSc2nc3nc(C)cc(C)n3n2)o1 (stereo not given),-0.4,-2,7,0.3,-1,7,2,2,-2,3
O=C(Nc1cccc(C(F)(F)F)c1)Oc1ccc(Cl)c2cccnc12,-1.1,4,13,0.4,1,10,19,-9,5,-4
COc1ccc(S(=O)(=O)Nc2cccc3c2O[C@H](CN(C)C(=O)Nc2ccccc2)[C@@H](C)CN([C@H](C)CO)C3=O)cc1,-2.5,6,0,0.6,0,-13,1,1,-5,1
COCCNC(=S)N(CCc1c(C)[nH]c2ccc(Cl)cc12)Cc1cccnc1,-3.5,-1,16,-0.5,8,-4,9,-6,0,-31
c1ccc(-c2nnsc2-c2ccccc2)cc1,1.5,1,12,0.5,4,3,0,2,0,1
COc1cccc2c(=O)n(CC(=O)Nc3ccccc3F)ccc12,-1.0,2,3,-0.2,-3,-33,-8,2,-5,9
CC(C)c1cc(=O)n2[nH]c(SCc3ccccc3Cl)nc2n1,1.1,11,-5,-0.1,8,-1,0,-2,-11,-9
Cc1ccc(C(=O)N2CCCC2)cc1S(=O)(=O)Nc1cccc(C)c1C,0.0,-5,-1,0.2,-10,3,-14,2,0,1
CCOC(=O)C1CCN(C(=O)c2oc3ccc(S(=O)(=O)N4CCCCCC4)cc3c2C)CC1,1.4,-9,-6,0.3,-13,11,-21,-2,-6,-1
COC(=O)c1ccc(N2CN=C(c3ccc(C)cc3)NC2=S)cc1,4.2,2,2,0.4,6,3,-10,-1,3,-3
CC1Sc2ccc(S(=O)(=O)CCC(=O)NCc3cccs3)cc2NC1=O (stereo not given),-1.1,2,6,-0.3,-5,-6,5,-11,-1,-2
CC(=O)Nc1cccc(-c2csc(Nc3ccc(Cl)cn3)n2)c1,3.2,10,6,-1.2,-25,2,16,-6,-4,-3
COc1ccc(Br)cc1CNc1ccc2[nH]c(=O)[nH]c2c1,2.5,0,-14,1.9,10,-49,-2,-20,6,-26
Cc1cccn2c(=O)c3cc(C(=O)NC4CCCCC4C)n(C)c3nc12 (stereo not given),-0.9,0,-6,-3.6,-7,-195,0,3,-1,6
Cc1nc2nc(SCC(=O)NCCCN3CCCCCC3)nn2c(C)c1Cc1ccccc1Cl,0.1,0,3,0.6,-7,2,-11,-4,1,-5
O=C(NC(=O)c1ccccc1)Nc1ccccn1,-9.9,-4,-7,-0.4,7,0,-8,-3,4,-3
c1ccc(C2=NN(c3ccccc3)C(c3ccco3)C2)cc1 (stereo not given),2.2,2,-1,-32,4,i,-8,-3,0,5
COc1ccc(C2=NOC(C(=O)NC(C)C)C2)cc1 (stereo not given),0.1,-2,-6,0.3,4,3,3,5,-3,2
SMILES,FXN GAA850 act,rCAG RNA binder,ARFGAP1 inhibitor,proKLK7 act,sPLA2-III inh,ADAM10 inh,ASAP1 GAP inh,NPR2 activator,DDE Tn6 FP inh,NPR1 activator
O=C(/C=C/Nc1ccc(Oc2ccccc2)cc1)c1ccco1,1.5,0,1,-6.8,2,0,-4,3,0,4
CCS(=O)(=O)C1=NN2C(=N)/C(=C\c3ccc(SCc4ccco4)o3)C(=O)N=C2S1,0.0,85*,-13,0.6,-18,-2,-2,-4,-4,-7
C=CCc1cccc2cc(C(=O)Nc3ccc(CC(=O)O)cc3)c(=O)oc12,-4.9,30,6,-0.5,-10,-4,-2,-1,-5,-2
c1ccc2c(c1)ncn2CCOCCOCCn1cnc2ccccc21,3.0,-1,-8,0.1,0,-2,3,2,-9,3
COCCNC(=O)CN(C(=O)CCC(=O)Nc1ccccn1)c1ccc(OC)cc1,0.7,-5,-6,1.6,0,2,2,4,6,-5
CCC(Sc1nc2cc(OC)c(OC)cc2c(=O)n1CCc1ccc(OC)c(OC)c1)C(=O)NCCOC (stereo not given),-2.4,-9,0,0.4,-5,-2,0,1,0,1
CCn1c(=O)c(=O)[nH]c2cc(C(=O)N3CCN(c4ccccc4F)CC3)ccc21,-0.4,-7,-4,-2.5,1,-9,-2,-1,0,0
O=C(Nc1n[nH]c(=S)s1)c1ccc2ccccc2c1,4.6,9,-15,-1.0,4,14,-5,-9,2,2
COc1ccc(-c2ccc(CCC(=O)O)n2-c2ccccc2O)cc1,4.5,14,3,0.8,-10,-10,-1,-1,-4,1
CCN(CC)C(=O)C1CC(=O)N(c2ccc(F)c(Cl)c2)C1 (stereo not given),-0.1,1,1,-0.2,5,7,18,6,0,-7
COCc1cc(=O)n2[nH]c(SC)nc2n1,-3.1,-1,-6,-0.2,1,2,10,-1,-2,-2
CCc1cc2c(nc1CC)CCCN2S(=O)(=O)c1ccc(C)cc1,·,-1,-3,0.3,-1,-3,6,5,9,0
COc1cccc(NC(=S)N2c3ccccc3CC2C)c1 (stereo not given),0.3,7,4,0.1,2,-4,-8,5,0,1
CCCN1C(=O)c2[nH]nc(-c3cc(Cl)c(C)cc3O)c2C1c1ccc(O)c(OC)c1 (stereo not given),-0.5,12,0,0.1,-25,21*,6,-15,-17,-36
COC(=O)[C@]1(Cc2ccccc2)N[C@H](CN(C)C(=O)C2CCCCC2)[C@@H]2C(=O)N(C)C(=O)[C@@H]21,-4.5,-1,7,0.0,10,1,8,-1,-7,0
COc1ccc(CNC(=O)COC(=O)c2ccc(S(=O)(=O)N3CCOCC3)cc2)cc1,-1.5,0,-5,0.2,-6,2,-3,0,-3,2
CC1(c2ccccc2)NC(=O)N(CC(=O)Nc2cc(S(=O)(=O)N3CCOCC3)ccc2Cl)C1=O (stereo not given),0.0,3,13,0.5,1,-2,0,6,8,3
Cc1ccc(S(=O)(=O)NCC(=O)OCC(=O)c2cccs2)cc1,0.0,-2,9,-0.1,-2,-7,14,5,-3,2
COc1ccc(CCNC(=O)c2cc(COc3c(C)cccc3C)on2)c(OC)c1,-0.2,-1,-4,-0.3,0,-10,0,3,2,0
